Screening results (PubChem BioAssay)
CDK5 inh = blocks human CDK5/p35 kinase activity; Q00535+Q15078; Recombinant CDK5/p35, ADP-Glo luminescence, 60 min; inhibition, % at 10 µM; 0.01% of 330,000 active; AID 488839;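 active means highest replicate inhibition of at least 50% and at least 75% of replicates reaching 50%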;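 further: plate controls were DMSO neutral control for no effect and GW8510 at 10 µM for full effect; many of its hits are not listed in these tables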
DAGLB inhibitor = blocks human DAGLB lipase activity; inhibition, % at 5.17 µM; Q8NCG7; 0.059% of 340,000 active; HEK293T DAGLB membrane lysate, EnzChek fluorogenic substrate; in the data active means inhibition above about 34%;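 further: 0% = enzyme with vehicle and 100% = wells lacking enzyme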
Target sequence (Q8NCG7 whole entry, looked up): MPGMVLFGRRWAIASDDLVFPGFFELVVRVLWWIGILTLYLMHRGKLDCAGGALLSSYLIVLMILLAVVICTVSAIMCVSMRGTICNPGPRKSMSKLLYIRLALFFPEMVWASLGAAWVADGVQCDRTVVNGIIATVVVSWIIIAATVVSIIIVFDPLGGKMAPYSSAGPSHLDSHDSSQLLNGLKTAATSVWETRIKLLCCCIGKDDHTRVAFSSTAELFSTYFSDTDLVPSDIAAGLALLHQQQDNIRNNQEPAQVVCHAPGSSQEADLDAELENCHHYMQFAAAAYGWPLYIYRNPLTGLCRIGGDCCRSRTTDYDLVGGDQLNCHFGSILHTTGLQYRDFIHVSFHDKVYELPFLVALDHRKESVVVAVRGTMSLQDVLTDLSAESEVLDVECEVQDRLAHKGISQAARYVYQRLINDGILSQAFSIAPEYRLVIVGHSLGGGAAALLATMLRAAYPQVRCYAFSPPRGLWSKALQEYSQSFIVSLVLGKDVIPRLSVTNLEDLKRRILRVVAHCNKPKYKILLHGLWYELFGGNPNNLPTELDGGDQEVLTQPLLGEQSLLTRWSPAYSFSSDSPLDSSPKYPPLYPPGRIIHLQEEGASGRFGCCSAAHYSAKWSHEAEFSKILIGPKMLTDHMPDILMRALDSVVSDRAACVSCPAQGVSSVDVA
E coli growth = reduces bacterial viability in AddAB counter-screen | E. coli V3065 growth, OD600 absorbance, 18 h | inhibition, % at 11.9 µM | 0.27% of 330,000 active | AID 449728;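 active means inhibition above the campaign's mean inhibition across all tested compounds plus 3 SD, cut at about 9.9% in these data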;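 further: uninfected addAB+ strain grown without phage in ampicillin broth; 0% = DMSO wells and 100% = ciprofloxacin 0.95 µg/ml wells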
Mot1-301 SUMO = blocks SUMOylation pathway, rescuing yeast Mot1-301 growth. S. cerevisiae Mot1-301 growth rescue, ATP luminescence, 38.5C; percent above DMSO median, 100 means doubled. growth rescue, % at 18.8 µM. AID 2716. 1% of 320,000 active;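 active means every valid replicate shows activation above 250% relative to neutral control wells; inactive means the rest, any valid replicate at or below 250%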;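 further: OY570 slx delta 5 strain wells were the positive control but not used for scaling; some compounds called inactive have numbers as strong as hits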
AddAB inh = less growth of phage-infected E. coli with AddAB | E. coli expressing H. pylori AddAB, absorbance growth | AID 435030 | 0.29% of 330,000 active | inhibition, % at 11.9 µM; in the data active means inhibition above about 12%;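 further: 0% = vehicle wells of infected cells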
PKA-R2B act = activators of human PKA-R2B complex; P22694+P31323; PKA-R2B holoenzyme dissociation, Cy5-IP20 fluorescence polarization; R2B truncated from residue 108, S112A mutant; 0% DMSO only, 100% 113 µM cGMP; activation, % at 11.4 µM; 0.079% of 340,000 active; AID 504700;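 active means activation above a cutoff set at the mean over all compounds plus 3 SD, cut at about 18% in these data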;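 further: higher means more holoenzyme dissociation and a rise in polarization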
Target sequence (P31323 whole entry, looked up, other chains not shown, the tested form may be a part): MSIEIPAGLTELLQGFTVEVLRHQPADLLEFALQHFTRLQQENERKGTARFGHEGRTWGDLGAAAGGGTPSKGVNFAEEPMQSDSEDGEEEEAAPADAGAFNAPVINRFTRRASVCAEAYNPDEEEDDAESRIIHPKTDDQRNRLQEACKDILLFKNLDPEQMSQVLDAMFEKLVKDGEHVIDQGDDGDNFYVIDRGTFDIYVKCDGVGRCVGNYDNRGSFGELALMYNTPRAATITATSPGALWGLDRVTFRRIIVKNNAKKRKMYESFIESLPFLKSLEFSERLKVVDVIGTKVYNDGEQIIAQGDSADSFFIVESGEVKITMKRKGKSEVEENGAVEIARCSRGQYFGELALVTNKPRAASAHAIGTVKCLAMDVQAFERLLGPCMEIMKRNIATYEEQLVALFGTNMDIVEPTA
phage Ecoli inh = E. coli growth loss with phage present. growth absorbance. 0.26% of 360,000 active. inhibition, % at 11.9 µM. AID 651602; in the data active means inhibition above about 11%
HTR5A inv ag = inverse agonist of human HTR5A in OPRM1-OPRD1 counter-screen. P47898. HTR5A cell line, luminescence, inverse agonism. inhibition, % at 9.3 µM. 0.083% of 340,000 active; in the data active means inhibition mostly above about 23%, no sharp cut-off; inactive means mostly below about 18%;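 further: 0% = cells with DMSO and 100% = no-cell wells with DMSO; some compounds called inactive have numbers as strong as hits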
Tat export inh = E. coli Tat transport inhibition. E. coli MC4100 TorA-mCherry Tat export, fluorescence. inhibition, % at 10 µM. 0.036% of 340,000 active. AID 488895;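 active means mean replicate inhibition at least 50% and at least half of replicates individually reaching 50%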;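 further: exported cargo escapes ClpAP degradation while cytoplasmic cargo is degraded and loses fluorescence; 0% = median of neutral control wells and 100% = median of NaSCN control wells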
HTR5A ag ctr = HTR5A agonism, opioid heterodimer counter-screen | P47898 | HTR5A agonist assay, luminescence, cell-based | activation, % at 9.3 µM | 0.61% of 340,000 active | AID 504692; in the data active means activation mostly above about 9.5%, no sharp cut-off; inactive means mostly below about 7.6%;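 further: 0% = cells with vehicle only and 100% = reference agonist; strong numbers were not always called active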
PKA-R1A act = PKA-R1A complex activation; PKA-R1A dissociation, Cy5-IP20 fluorescence polarization; scaled: DMSO 0%, 113 µM cGMP 100%; activation, % at 11.4 µM; 0.083% of 340,000 active;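 active means percent activation above the mean of all tested compounds plus 3 SD, cut at about 19% in these data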;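 further: higher means more PKAc released from R1A so a rise in polarization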
Active calls of the source: *; nt = not tested or not shown.

SMILES | CDK5 inh | DAGLB inhibitor | E coli growth | Mot1-301 SUMO | AddAB inh | PKA-R2B act | phage Ecoli inh | HTR5A inv ag | Tat export inh | HTR5A ag ctr | PKA-R1A act
COC(=O)CSc1nc2ccccc2n1CC(=O)N(C(C)C)C(C)C | -1.7 | 1 | -0.6 | 3 | 1.7 | -8 | 1.2 | nt | 3 | nt | -5
C=CCN(C(=O)CNC(=O)c1ccco1)C(C(=O)NC1CCCCC1)c1ccc(OC)cc1OC (stereo not given) | -0.3 | 1 | 2.1 | 1 | -0.1 | -7 | 4.4 | -13 | -6 | 3 | -2
O=C(c1ccc(Cn2c(=O)[nH]c3ccsc3c2=O)cc1)N1CCN(c2ccccc2)CC1 | -0.8 | 3 | -2.2 | nt | 2.5 | 1 | 1.8 | 7 | -7 | 7 | 4
C=CCn1c(SCC(=O)Nc2ccc3c(c2)CCC3)nc2ccccc2c1=O | 0.0 | -3 | 0.9 | -18 | 4.6 | -6 | 1.2 | 4 | -8 | -2 | -2
O=[N+]([O-])c1cccc2c3c([nH]c12)CCCC3 | -3.1 | 1 | -1.0 | 168 | 3.6 | 4 | 3.0 | -40 | -14 | 7 | -5
CCNC(=O)CC1C(=O)N(c2ccc(C)cc2)C(=O)N1CCc1sccc1C (stereo not given) | 2.5 | 2 | 0.2 | 0 | 4.8 | -5 | 3.3 | 12 | 9 | 1 | -1
CCOC(CCNC(=O)c1cn(CC(C)C)c(=O)c2c1c1ccccc1n2C)OCC | -0.1 | -4 | 0.8 | 0 | 0.8 | -7 | 2.9 | -4 | 5 | 1 | 3
COc1ccc(-c2ccccc2)cc1NC(=O)c1cccs1 | 1.2 | -6 | -0.6 | 22 | 1.5 | 0 | 1.6 | 3 | 8 | -1 | -5
CCCCn1c(N)c(N(CC(C)C)C(=O)c2cnc(C)cn2)c(=O)[nH]c1=O | -0.2 | 0 | 1.1 | -6 | 3.5 | -5 | 2.3 | -16 | -8 | -8 | -1
COc1cc(/C=C2\SC(=S)N(CCC(=O)N3CCN(C)CC3)C2=O)cc(OC)c1OC | -3.1 | 2 | -0.3 | -2 | -1.1 | -8 | 0.4 | -10 | -1 | 3 | 1
N#CC(C(=O)Nc1ccccc1)=C1Nc2ccccc2N1 | -1.8 | 4 | -1.6 | -12 | -0.8 | -2 | -2.2 | 5 | -4 | -2 | 2
CCN1C(=O)N[C@H](c2ccc(Br)cc2)C(C(C)=O)=C1C | 0.1 | -1 | -4.6 | -17 | 4.4 | -8 | 2.6 | 12 | 3 | 1 | -8
CC(=O)NCc1ccc(C(=O)CCl)s1 | -1.8 | 3 | -2.5 | 22 | 2.9 | 3 | 4.0 | -1 | -26 | 6 | -1
COC(=O)c1ccc(/C=C/C(=O)c2ccc(OC)cc2)cc1 | -1.4 | 1 | -5.2 | 25 | -0.3 | 9 | 2.0 | -25 | 2 | -5 | -5
O=C(/C=C/c1ccc2c(c1)OCO2)c1ccc(O)cc1O | 1.2 | -2 | nt | nt | nt | -6 | -0.5 | -7 | -2 | 2 | 4
COc1ccccc1C(=O)C1CCCN(C(=O)c2snnc2C)C1 (stereo not given) | -2.5 | -5 | -1.4 | 72 | -0.3 | -6 | 0.6 | 2 | 8 | -1 | 1
O=C(CCS(=O)(=O)c1cccc2nonc12)Nc1cccc2c1CCCC2 | nt | 2 | -0.9 | -12 | 0.5 | 4 | 2.3 | -2 | -2 | 6 | -4
CC#CC[N+](C)(C)CCCCCCCC | 0.2 | 1 | 1.2 | 1 | 3.6 | 5 | 0.3 | 1 | 5 | -5 | 0
COc1ccc(NC(=O)c2sccc2SCC#N)cc1 | -2.6 | 1 | -1.7 | 8 | 0.7 | -1 | 0.9 | -11 | 4 | 5 | 4
S=C(NCCCN1CCOCC1)Nc1ccc(N2CCOCC2)cc1 | -0.9 | 3 | 0.6 | nt | 2.2 | 4 | 2.4 | 2 | 1 | 11 | -6
COCCCNC(=O)CCc1nnc2ccc(N3CCC(C)CC3)nn12 | 0.3 | -3 | -0.4 | -5 | 0.9 | -2 | -0.2 | 9 | 13 | -3 | 1
CCCCC[C@H]1CN(CCCC)C(=O)[C@@H]1CC(=O)NCc1ccccc1 | -0.4 | 1 | -0.6 | 3 | -1.1 | 2 | -1.0 | -12 | 31 | 4 | -5
O=C(CSc1ccc(F)cc1)Nc1ccc(N2CCOCC2)cc1 | 1.0 | -2 | 2.1 | 13 | 0.6 | -3 | 1.0 | -7 | 0 | 0 | -6
CCOC(=O)C1CCN(C(=O)N(CC)CC)CC1 | 1.1 | 2 | 1.1 | 6 | -1.2 | -12 | 1.1 | 3 | 3 | -1 | -2
Cc1ccc(-c2noc(CN3CCN(Cc4ccccc4)CC3)n2)cc1 | 5.2 | -3 | -0.3 | 127 | 0.2 | -2 | 3.5 | -18 | -8 | 1 | -10
COC(=O)C1CC(=O)c2ccsc2C1 (stereo not given) | 1.5 | -1 | 0.6 | -10 | 1.1 | -4 | 4.5 | -19 | -1 | -2 | 10
O=C(Cc1c(F)cccc1Cl)Nc1ccc(S(=O)(=O)N2CCCC2)cc1 | 2.3 | 0 | -1.4 | 2 | 0.3 | 4 | 0.6 | 0 | -6 | 0 | 2
COc1cc(NC(=O)c2c(Cl)cnn2C)c(OC)cc1Cl | 0.4 | -2 | -2.0 | -2 | -0.2 | 0 | 4.4 | 1 | 4 | 3 | -12
Cc1cc(C)n(C(=O)CNC(=O)COc2ccccc2)n1 | -0.4 | -8 | -0.1 | nt | 1.3 | 4 | 3.4 | -36 | 5 | 3 | -6
COC(=O)c1ccc(C2N=C(c3cccs3)CC(c3ccccc3O)N2)cc1 (stereo not given) | -0.2 | 2 | 1.1 | 0 | 1.4 | -8 | 2.7 | -13 | -5 | 5 | -2
O=C(NC1CCCCC1)C1CCN(S(=O)(=O)c2cccc3nonc23)CC1 | -0.3 | -7 | -0.6 | -6 | 1.9 | -2 | 0.1 | 11 | 10 | 8 | 0
O=C(O)C(F)(F)C(NCc1ccccc1)c1ccccc1 (stereo not given) | -3.4 | -2 | 1.3 | 309 | 0.9 | 8 | 3.3 | -10 | 3 | 1 | 6
O=CNc1ccccc1 | -0.7 | 2 | 0.0 | -1 | 1.5 | 0 | 1.2 | 2 | 20 | -1 | 14
O=C(Cc1cc(=O)[nH][nH]1)N/N=C/c1ccccc1[N+](=O)[O-] | -0.8 | 4 | -2.2 | -24 | 1.4 | -13 | 0.7 | 11 | -8 | 1 | 2
COCCN(C(=O)CSc1nc2ccccc2c(=O)n1CCOC)c1c(N)n(Cc2ccccc2)c(=O)[nH]c1=O | 0.7 | -3 | 0.8 | 4 | 1.4 | -3 | 2.1 | -26 | -8 | -1 | -7
CCc1c(C)nc2cc(-c3cccs3)[nH]n2c1=O | -1.2 | 1 | nt | nt | nt | -18 | 1.4 | 2 | 0 | -1 | -6
CCCCC(=O)Nc1ccc(C2C(=O)c3ccccc3C2=O)cc1 | 0.9 | 4 | 1.2 | 28 | 8.4 | 0 | 2.4 | 0 | 3 | 1 | -10
COCCNc1nc(SCC(=O)N2CCN(c3ccccc3OC)CC2)nc2ccccc12 | 0.2 | 0 | -3.8 | 2 | 0.3 | -2 | 2.2 | -8 | 8 | 1 | -6
Cc1ccc(C2(C(=O)N3CCC(n4nc(-c5ccccc5)oc4=O)CC3)CC2)cc1 | 1.3 | -2 | 1.4 | -16 | 0.2 | -11 | nt | 3 | 11 | 2 | -4
CC1CCN(CC(=O)Nc2ccc(S(=O)(=O)N3C(C)CCCC3C)cc2)CC1 (stereo not given) | -2.9 | -2 | -2.5 | 13 | 0.1 | 5 | 2.1 | 2 | -5 | -1 | 8
O=C(c1ccccc1)c1c(-c2ccccc2)[nH]n(-c2ccccc2)c(=O)c1=O | -1.3 | 4 | -3.9 | 18 | -2.3 | -3 | 0.5 | -10 | 6 | 1 | 10
CC(/C=N/n1c(-c2ccco2)n[nH]c1=S)=C\c1ccccc1 | 3.9 | 1 | -0.7 | 11 | 1.9 | -6 | 3.5 | 22 | 3 | -2 | 3
Oc1ccc(-c2csc(-c3cccnc3)n2)cc1O | 4.2 | 0 | 0.7 | -10 | 1.8 | -4 | 1.5 | -8 | 6 | 3 | -5
CCOC(=O)c1sc(N(Cc2ccccc2)C(=O)COC(=O)c2cnccn2)nc1C | -1.3 | -4 | -2.9 | 63 | 2.2 | -3 | 2.4 | 1 | 1 | 0 | 5
COc1ccc(NC(=O)CSc2nc(=O)n(CCN(C)C)c3c2CCCC3)cc1OC | -0.8 | 1 | 0.8 | -4 | 0.2 | 2 | 2.3 | -12 | -7 | 8 | -10
CC1C(=O)C(C)C(c2ccco2)NC1c1ccco1 (stereo not given) | -1.0 | -1 | 1.9 | -17 | 0.6 | 1 | 1.4 | -34 | -3 | -1 | -1
O=C(Nc1c(Cl)ccc2nsnc12)c1ccc([N+](=O)[O-])o1 | 1.0 | -1 | 0.9 | 11 | 1.5 | 4 | 5.4 | -5 | -11 | 1 | -12
Cc1c(Br)c([N+](=O)[O-])nn1C(C)C(=O)NCc1cccnc1 (stereo not given) | -1.3 | -1 | 7.4 | -26 | 8.4 | -4 | 2.0 | -26 | 8 | -2 | 0
Cc1c(C(=O)OC2CCCC2C)[nH]c2c1C(=O)CCC2 (stereo not given) | 1.7 | -4 | 1.2 | 4 | 2.2 | 11 | 1.7 | -2 | -8 | 1 | 4
O=C(NNC(=O)c1cccc(C(F)(F)F)c1)c1ccc(-n2cnnn2)cc1 | -1.2 | 1 | -1.1 | -10 | -0.7 | -12 | 0.8 | -12 | 2 | 3 | -11
CCC(C)NC(=S)N(CCc1ccccc1)Cc1cc2cc(OC)c(OC)cc2[nH]c1=O (stereo not given) | -7.0 | 2 | 1.6 | -2 | 2.5 | -5 | 2.5 | 3 | 12 | 4 | -6
COc1cc(-c2nc(-c3ccc(NC(=O)c4ccc(Br)o4)cc3)no2)cc(OC)c1OC | 0.2 | -3 | 0.7 | -9 | 0.0 | -6 | 0.5 | 9 | -2 | 5 | 1
CC(C)(C)C1CCc2[nH]nc(C(=O)O)c2C1 (stereo not given) | 0.7 | 1 | 1.5 | 328 | 5.3 | 7 | 2.1 | 0 | 4 | 0 | -1
O=C(O)c1ccc(S(=O)(=O)N(Cc2ccc(F)cc2)C2CCCCC2)cc1 | -0.6 | 3 | 1.8 | 320 | -0.7 | -7 | 2.5 | -5 | -8 | 1 | -14
O=C1c2ccccc2NC(c2ccc(F)cc2)N1Cc1ccccc1 (stereo not given) | -2.6 | -2 | -0.7 | -4 | 1.9 | 4 | 1.3 | -1 | -3 | 0 | -12
O=C(CC1SC2=NCCN2C1=O)Nc1ccc(Br)cc1 (stereo not given) | -1.3 | 2 | 1.1 | 4 | 1.9 | -1 | 0.5 | -22 | 3 | -3 | -9

Rows were taken by chance. Share with any hit: about 2.3%.
